Pf apPOL inh – Pf-apPOL DNA polymerase inhibition; inhibition, % at 10 µM; Recombinant Pf-apPOL, molecular beacon fluorescence, 1.5 h; 210,000 compounds, 0.25% hits
mHTT CaM bind – mHTT-calmodulin interaction abrogation. AlphaScreen His-mHTT/GST-CaM binding, luminescence. 190,000 compounds, 3.6% hits. P42858. AID 1671202. inhibition, % at 15 µM;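 further: 0% = both proteins with DMSO and 100% = one protein alone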
* hit, by the source's call; i = inactive; · = not tested or not shown; + = active, no number; & = joins results of further samples. No stated cut-off is given here; in the data, active means inhibition above about 50%; inactive means the rest.

Molecule	Pf apPOL inh	mHTT CaM bind
O=C(Cc1ccc(F)cc1)Nc1nnc(C2CC(=O)N(c3ccc(F)cc3)C2)o1 (stereo not drawn)	-1	80*
Clc1cccc(-c2nnc(-c3ccno3)o2)c1	-2	·
COc1cc(OC)c2c(-c3ccccc3)cc(=O)oc2c1C(CCN1CCOCC1)c1ccc(N(C)C)cc1 (stereo not drawn)	-6	94*
CN(C)CCN1C(=O)C(O)=C(C(=O)c2cccs2)C1c1cccc([N+](=O)[O-])c1 (stereo not drawn)	-2	0
COc1ccccc1CC(CC(=O)O)C(=O)O (stereo not drawn)	0	-8
CCc1noc2nc(C)nc(NC3CCCC3)c12	-1	-7
COc1ccc(OC)c(-c2[nH]nc3c2C(c2cn[nH]c2-c2ccc(F)cc2)C(C#N)=C(N)O3)c1 (stereo not drawn)	-2	12
CCOc1cc(C(=O)N2CC3(COC(C)(C)OC3)C2)cc(OCC)c1OCC	-3	-9
CCOc1ccc(CC(=O)N2CCCC2c2ccc(C)cc2)cc1 (stereo not drawn)	-3	6
COc1ccccc1CNCCS(=O)(=O)NCc1ccccc1OC	-3	-6
O=C(c1cccc(Cl)c1)N1CCC(Cc2nnc(-c3ccccc3)o2)CC1	1	5
CC(=O)c1ccc(NC(=O)c2ccc(C)cc2Cl)cc1	-3	-1
Cc1ccc(NC(=O)c2ccc(C)c(S(=O)(=O)Nc3ccccn3)c2)cc1	-6	-5
NC(=S)NNc1ccc(S(N)(=O)=O)cc1	9	·
Cc1cccc(/C=C2\N=C(c3cccc(C)c3)OC2=O)c1	2	3
Oc1oc(-c2ccccc2)nc1C=Nc1ccc(Br)cn1	-4	8
NC(=O)c1ccc(NCc2ccccc2)c([N+](=O)[O-])c1	5	2
CN(C)c1nc2ccc(O)cc2s1	-3	-5
Cc1ccc(CNC(=O)c2ccc3c(c2)N(C)C(=O)C2CCCCN32)o1 (stereo not drawn)	-3	7
CSc1nnc2c(n1)OC(c1cccc(C)n1)Nc1ccccc1-2 (stereo not drawn)	-2	-3
Clc1ccc(OCc2cn3ccccc3n2)c2ncccc12	·	25
O=c1c2c(nc3[nH]ncn13)-c1ccccc1CC21CCCCC1	-13	6
O=C(Nc1ccccc1O)c1cccc(NC(=O)c2ccco2)c1	-8	5
COc1cc(OC)c(OC)cc1CN1CCCC1c1cc(C)no1 (stereo not drawn)	6	6
CS(=O)(=O)N(Cc1ccc(Cl)cc1)c1ccc(C(=O)N2CCCC2)cc1	9	19

Five compounds from above, sorted by length of the SMILES, low to high:
Molecule	Pf apPOL inh	mHTT CaM bind
CN(C)c1nc2ccc(O)cc2s1	-3	-5
Clc1ccc(OCc2cn3ccccc3n2)c2ncccc12	·	25
O=C(Nc1ccccc1O)c1cccc(NC(=O)c2ccco2)c1	-8	5
O=C(Cc1ccc(F)cc1)Nc1nnc(C2CC(=O)N(c3ccc(F)cc3)C2)o1 (stereo not drawn)	-1	80*
CN(C)CCN1C(=O)C(O)=C(C(=O)c2cccs2)C1c1cccc([N+](=O)[O-])c1 (stereo not drawn)	-2	0

(next part)
Molecule	Pf apPOL inh	mHTT CaM bind
COc1ccc(Cl)cc1NC(=O)c1ccc(OC)c(OC)c1	1	-5
CCNc1nc(NC(C)C)nc(Oc2ccc(/C=N/O)cc2)n1	-6	i
CNC(=O)C[C@H]1C(=O)N(c2ccc(OC)cc2)C[C@@H]1CSC	0	-1
Cc1ccc(NC(=O)/C(=C\c2ccc3c(c2)OCO3)NC(=O)c2ccccc2Cl)cc1	7	8
NS(=O)(=O)c1ccc(CNC(=O)COc2ccc(Cl)cc2)cc1	-7	-2
Cc1n[nH]c(C)c1NC(=O)c1cccc([N+](=O)[O-])c1	-7	-2
COc1ccc(OC)c(NC(=O)c2c(NCc3ccc(OC)c(OC)c3)sc3c2CCC3)c1	-17	52*
CCn1ncc(Cl)c1C(=O)N1CCCC1c1cccc(C)c1 (stereo not drawn)	0	-1
CC1CCN(c2nnc(C(=O)Nc3ccccc3)c3ccccc23)CC1	-2	0
O=C(COc1ccccc1Cl)NCCO	-2	4
CCN1c2cc(C(=O)NCc3ccccc3OC)ccc2C(=O)N2CCCCC21 (stereo not drawn)	0	2
CC(C)CNC(=O)N1CCN(Cc2nc3cccnc3n2-c2ccccc2)CC1	3	-1
O=C(Nc1ccc(F)cc1)N1CCc2nc(-c3ccc(Cl)cc3)ncc2C1	-3	-6
Cc1nc2c(C(=O)NCc3ccccc3)cnn2c(C)c1Cc1ccc(F)cc1Cl	-8	22
COc1ccc(C2CCCN2C(=O)c2cc(-c3ccccc3OC)on2)cc1 (stereo not drawn)	-4	6
Cc1ccc(C)c(C(=O)C=CC=Cc2ccccc2)c1	-2	-5
CCC(=O)N1CCc2sc(C(=O)NCCC(C)C)cc2C1	-1	-5
CC(C)C[C@H]1COc2cc(N3CCC[C@@H]3CO)ccc2S(=O)(=O)N1	-7	-6
Cc1cc(F)ccc1NC(=O)Cn1ccc2c(C)nn(C)c2c1=O	-4	0
Cc1cc(C)cc(N2C(=O)NC(=O)/C(=C\c3cc(Br)c(N4CCOCC4)o3)C2=O)c1	-24	7
NC(=NOC(=O)C1CCCS1)c1ccc(C(F)(F)F)cc1 (stereo not drawn)	-19	·
COc1ccc(S(=O)(=O)N=C2C=C(Br)C(=O)c3ccccc32)cc1	-7	31
CCC(C)NC(=O)CCS(=O)(=O)c1cc(Br)cc2c1N(C(C)=O)C(C)C2 (stereo not drawn)	-1	2
COc1ccc(C)cc1N1CCN(C(=O)c2ccc(Cl)cc2)C(C)C1=O (stereo not drawn)	0	13
N#Cc1ccc(S(=O)(=O)N2CCC(c3noc(-c4ccc(Cl)cc4)n3)CC2)cc1	-10	-5
CC1CC(C)CN(C(=O)c2ccc3c(c2)NC(=O)C(N2CCCCC2)S3)C1 (stereo not drawn)	-11	10
CCn1ccc2sc(C)c(C(=O)N3CCCCC3)c2c1=O	0	8
CC(NC(=O)C1CCN(c2cnc3nccnc3c2)CC1)c1ccccc1 (stereo not drawn)	-2	0
O=C(NCc1ccco1)c1cc(I)ccc1Cl	-2	-6
Cc1onc(-c2c(Cl)cccc2Cl)c1C(=O)ONC(=O)c1ccc(F)cc1	-2	·
CCCCNC(=O)CCS(=O)(=O)Cc1ccc(Cl)cc1	-12	-8
CCc1ccc(/C=C(/C#N)C(N)=S)s1	·	15
COc1ccc2c(c1)C=C(C(=O)NC1CCCC1)C=CO2	3	1
N#Cc1cc(C#N)c(SC2C=CCCC2)nc1N (stereo not drawn)	·	-14
O=C1NC(=Nc2ccccc2)S/C1=C\c1ccc(Cl)cc1	-10	-5
CCOc1cccc2cc(C(N)=O)c(=Nc3ccc(C(C)=O)cc3)oc12	-10	2
CC(C)COCC(CN(Cc1ccccc1)c1ccccc1)N1CCCC1 (stereo not drawn)	12	·
CCc1ccc(CNC(=O)C2CCCN(C(=O)c3ccccc3Cl)C2)cc1 (stereo not drawn)	-30	28
O=C1Nc2ccc(Br)cc2/C1=C/c1ccc(F)cc1	0	14
Cc1cccc(C(=O)N2CC=C(C(=O)NC3CC3)CC2)c1	-1	-4
O=C(c1cccs1)N1CCCCC1CCN1CCCC1 (stereo not drawn)	-12	-5
CCOC(=O)C(C)Sc1nnc(NC(=O)c2cn(C)nc2OC)s1 (stereo not drawn)	-4	-7
C#CCOc1ccc(/C=N\n2cnnc2N/N=C/c2ccc(OCC#C)c(OC)c2)cc1OC	·	+
O=C(Nc1ncc(S(=O)(=O)c2ccc([N+](=O)[O-])cc2)s1)C1COc2ccccc2O1 (stereo not drawn)	-3	12
Cc1c(C)c(C)c(C(=O)C2CCN(C(=O)c3ccc([N+](=O)[O-])o3)CC2)c(C)c1C	-6	·
Cc1cc(F)ccc1NCc1cc2c(cc1[N+](=O)[O-])OCO2	-3	36
O=[N+]([O-])c1cccc(C2=CC(c3cc(Br)ccc3F)n3ncnc3N2)c1 (stereo not drawn)	-11	40
Brc1cccc(-c2nnc(-c3ccccc3)o2)c1	6	-18
COCOCCn1cc(CN2CCS(=O)(=O)N(Cc3ccc(-c4ccc(OC)cc4)cc3)C(C)C2=O)nn1 (stereo not drawn)	-1	31
O=C(NCc1ccccc1Cl)c1cc2ccccc2o1	3	-20

Single records, from the list above:
Cc1onc(-c2c(Cl)cccc2Cl)c1C(=O)ONC(=O)c1ccc(F)cc1 as listed: Pf apPOL inh: -2; mHTT CaM bind: ·
CCN1c2cc(C(=O)NCc3ccccc3OC)ccc2C(=O)N2CCCCC21 (stereo not drawn) as listed: Pf apPOL inh: 0; mHTT CaM bind: 2
O=C1NC(=Nc2ccccc2)S/C1=C\c1ccc(Cl)cc1 as listed: Pf apPOL inh: -10; mHTT CaM bind: -5

More results
Molecule	Pf apPOL inh	mHTT CaM bind
O=C1OC(/C=C/c2ccc([N+](=O)[O-])cc2)=NC/1=C\c1ccc(Br)cc1	-6	-1
COc1cc2c(cc1OC)OC(C)(C)C=C2	-10	·
NC(=O)c1c(N=c2oc3cc(O)ccc3cc2C(N)=O)sc2c1CCCC2	0	22
O=C(c1ccc([N+](=O)[O-])s1)N1CCN(c2ccccc2)CC1	-4	-6
Fc1cccc(Cl)c1Cc1nc(-c2c(F)cccc2F)no1	-5	-17
CN1CCN(CCOCCSc2ccc(Cl)cc2)CC1	1	6
CN(C)CC(O)Cn1c2ccc(Cl)cc2c2cc(Cl)ccc21 (stereo not drawn)	26	60*
C=CCN(CC=C)Cc1cc(=O)oc2cc(C)ccc12	1	-33
Cc1ccc2nc(NCc3ccccc3)c(C=Nc3ccccc3)c(=O)n2c1	2	6
Cc1cc(C(=O)Nc2nc3c(s2)CN(S(=O)(=O)c2ccc(Cl)s2)CC3)no1	2	-1
CC(=O)Nc1nc2ccccc2n1Cc1ccc(C)cc1	3	23
CCOc1ccc(CN2CCC(c3nc4cccnc4n3CCOC)C2)cc1 (stereo not drawn)	-8	28
COc1ccc(C2C(C#N)=C(N)Oc3n[nH]c(C)c32)cc1COc1ccccc1C (stereo not drawn)	7	34
O=C(NCCN1CCOCC1)C1CCCN(c2ncnc3c2nc2n3CCCCC2)C1 (stereo not drawn)	2	1
COC(=O)Nc1ccc(SCC(=O)c2ccc(Cl)cc2)cc1	-11	12
O=C(Nc1ccc(C(=O)O)cc1)/C(=C\c1ccc2c(c1)OCO2)NC(=O)c1ccccc1Cl	5	5
CN(C)C=CC(=O)c1cccnc1	-7&6	·
CCCCn1c(N)c(C#N)c2nc3ccccc3nc21	8&-1	-4&-16
Cc1nn(-c2ccccc2)c2c1C1(C(=O)Nc3ccccc31)C(C#N)=C(N)O2 (stereo not drawn)	4	13
COCCn1c(C2CCN(C(=O)c3ccc(C)c(F)c3)C2)nc2cccnc21 (stereo not drawn)	-6	-2
CCOc1ccc(C(=O)Nc2c(C)cc(Br)cc2C)cc1[N+](=O)[O-]	-119	-3
Cc1ccc(C2CCCN2C(=O)C(C)C)cc1 (stereo not drawn)	0	7
O=C(O)c1ccc(-n2ccnc2)cc1	11	·
COc1ccc2cc(C3CC(c4ccc(Cl)cc4)=NN3C(=O)CCC(=O)O)c(Cl)nc2c1 (stereo not drawn)	-2	9
COc1cc(O)c(CN2CCOCC2)c2oc(-c3ccccc3)cc(=O)c12	-8	-7
COCCNC(=O)c1ccc(-n2nc(C)c3c2CCCC3=O)cc1	1	0
Cc1ccc(N2CC(C(=O)NCCCN3CCOCC3)CC2=O)cc1Cl (stereo not drawn)	-10	2
Cc1nc(C2CC2)nc(N2CCN(S(C)(=O)=O)CC2)c1Cc1ccccc1F	5	21
CCOc1nccnc1NC1CCN(C(=O)c2ccoc2)CC1	-5	-1
COc1cccc(C(=O)NC(c2ccc([N+](=O)[O-])cc2)c2cc(Cl)c3cccnc3c2O)c1 (stereo not drawn)	-9	20
O=C(CN1CCCN(S(=O)(=O)c2ccc(Br)cc2)CC1)c1ccc(O)c(O)c1	0	14
COc1cc(CN2CCN(CCO)CC2)c([N+](=O)[O-])cc1OC	-9	2
Cn1c(N2CCN(C(=O)NCCCc3ccccc3)CC2)nc2ccccc21	-36	-4
Cc1ccc(-c2cn3c(n2)N(C(=O)C2CCCN2)CCC3)cc1 (stereo not drawn)	1	0
O=S(=O)(c1ccc(F)cc1)N1CCN(C/C=C/c2ccccc2)CC1	-1	-3
N#Cc1ccc(C(=O)Nc2cccnc2N2CCCC2)cc1	1	-1
Cc1cc(N2CCOCC2)c2c(N)ccc(C)c2n1	-3	9
O=C1NC(=O)C(=Cc2ccc(-c3ccccc3F)o2)C(=O)N1	-4	4
CSc1ccc(C2C3=C(CC(C)(C)CC3=O)Nc3nc(SC)nn32)cc1 (stereo not drawn)	-1	-2
COc1ccccc1-c1cc(C(=O)O)c2ccccc2n1	-3	4
Cc1cc(C)n(CC2CCN(C(=O)Cc3ccc(F)cc3)CC2)n1	-15	-7
Cc1c(-c2noc(-c3ccccc3)n2)nnn1-c1ccccc1	-2	-17
C=CCc1c(C)nc2nc(SCC(=O)Nc3ccc(OCC)cc3)nn2c1C	-7	16
S=c1[nH]nc(Nc2ccccc2)n1-c1ccccc1	·	-3
CN(C)c1ccc(C=Nc2nc3ccccc3n2C)cc1	-6	28
Cc1ccc(NC(=O)CCn2cnc3ccccc3c2=O)cc1	2	0
Cc1cccc(S(=O)(=O)N2CCC3(C2)C(=O)N(C)c2ccccc23)c1 (stereo not drawn)	-6	1
Cc1cccc(N2CCn3c2nc2c3c(=O)n(C)c(=O)n2C)c1	4	5
N#Cc1c(NC(=O)Cn2cc([N+](=O)[O-])cn2)sc2c1CCC2	-7	-9

Assay outcomes from PubChem.
